Compound activity as filed in PubChem.
LmPK inh: blocks Leishmania mexicana pyruvate kinase activity; Q27686; purified LmPK, Kinase-Glo ATP luminescence, 1 h; Potency, µM (doses to about 57.5 µM), for inactives: top-dose activity change, negative = inhibition, usual class: inhibitors; hit rate 0.37% among 290,000; AID 1721; also: potency is read from the fitted curve at half-maximal effect
Target sequence (Q27686 whole entry, looked up): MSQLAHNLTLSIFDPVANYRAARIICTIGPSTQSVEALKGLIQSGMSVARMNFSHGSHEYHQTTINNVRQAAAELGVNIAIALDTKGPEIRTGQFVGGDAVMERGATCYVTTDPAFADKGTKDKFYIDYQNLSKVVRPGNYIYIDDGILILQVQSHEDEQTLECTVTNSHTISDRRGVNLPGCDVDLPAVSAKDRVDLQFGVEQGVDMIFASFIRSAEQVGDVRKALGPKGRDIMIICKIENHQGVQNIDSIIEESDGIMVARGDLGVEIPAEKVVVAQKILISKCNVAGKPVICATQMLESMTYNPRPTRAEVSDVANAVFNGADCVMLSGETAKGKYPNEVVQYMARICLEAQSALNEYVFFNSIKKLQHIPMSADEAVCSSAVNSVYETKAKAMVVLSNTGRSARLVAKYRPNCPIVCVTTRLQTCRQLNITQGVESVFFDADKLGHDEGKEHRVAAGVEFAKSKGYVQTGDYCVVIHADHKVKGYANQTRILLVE
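Purified LmPK (0.1 nM) converted ADP (0.1 mM) to ATP with PEP (0.5 mM) in imidazole buffer pH 7.2 with KCl and MgCl2, 1 h at room temperature. ATP was read by Kinase-Glo luminescence; data normalized to uninhibited and no-enzyme controls.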
AMA1-RON2 inh: disrupts binding of P. falciparum AMA1 to RON2. AlphaScreen AMA1-biotinylated RON2 peptide binding. Potency, µM (doses to about 58.2 µM), without a hit: top-dose activity change, negative = inhibition, usual class: inhibitors. hit rate 0.2% among 360,000. AID 720542;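 also: potency is read from the fitted curve at half-maximal effect; 0% = vehicle wells and -100% = peptide control; nearly all actives have a fitted effect of over 45% in size; some results filed as inactive show a strong effect at the top dose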
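AMA1 (3D7) with his tag at 25 nM final met compounds first, then biotinylated RON2 peptide at 25 nM; detection used donor plus acceptor beads, 10 µg/mL apiece, read by AlphaScreen after 30 min at room temperature.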
AmpC no deterg: blocks E. coli AmpC beta-lactamase in detergent-free assay; P00811; hit rate 0.52% among 330,000; AmpC nitrocefin hydrolysis, absorbance 480 nm, 0.0001% Triton; AID 485341; Potency, µM (highest dose often 57.1 µM), inactives show at the highest dose activity change, negative = inhibition, hits mostly inhibitors;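 also: potency is read from the fitted curve at half-maximal effect; plate controls were no compound for no effect and no enzyme for full effect; nearly all actives have a fitted effect of over 20% in size; some results filed as inactive show a strong effect at the top dose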
Target sequence (P00811 whole entry, looked up): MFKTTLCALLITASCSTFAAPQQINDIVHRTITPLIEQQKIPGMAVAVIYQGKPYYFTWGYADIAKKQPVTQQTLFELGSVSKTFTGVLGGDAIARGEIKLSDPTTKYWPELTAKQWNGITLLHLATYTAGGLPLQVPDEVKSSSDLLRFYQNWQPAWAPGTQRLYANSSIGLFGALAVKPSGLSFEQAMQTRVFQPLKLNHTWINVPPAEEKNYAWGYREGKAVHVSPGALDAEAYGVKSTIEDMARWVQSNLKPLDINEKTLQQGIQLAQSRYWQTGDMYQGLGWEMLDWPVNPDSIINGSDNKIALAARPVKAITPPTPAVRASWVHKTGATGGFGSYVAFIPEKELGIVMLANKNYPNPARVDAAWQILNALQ
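20 mM phosphate pH 7.0 + 0.01% (detergent screen) or 0.0001% Triton X-100; 5.3 nM AmpC reagent; cpd preinc 15 min RT; nitrocefin (800 uM stock) to start; A480 q20 s × 4 min; Activity was normalised to no-enzyme and no-compound control wells.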
HCV inh: HCV inhibition; hit rate 3.4% among 340,000; Potency, µM (series often up to 41.8 µM), without a hit: at the highest dose activity change, negative = inhibition, usual class: inhibitors; Huh7.5.1 HCVcc-Cre infection, luciferase reporter, 44 h; also: potency is read from the fitted curve at half-maximal effect
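Seed cells (1,000/well) for 4 h; treat with compound and infect with HCVcc-Cre, moi about 0.5. Incubate 44 h, then detect luciferase activity.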
AmpC detergent: blocks E. coli AmpC beta-lactamase in detergent assay. P00811. AmpC hydrolysis of nitrocefin, absorbance 480 nm, 0.01% Triton. Potency, µM (series often up to 114 µM), for the others: top-dose activity change, negative = inhibition, hits mostly inhibitors. hit rate 0.041% among 370,000. AID 485294;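 also: potency is read from the fitted curve at half-maximal effect; 0% = no-compound wells and -100% = no-enzyme wells; nearly all actives have a fitted effect of over 25% in size; some results filed as inactive show a strong effect at the top dose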
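20 mM phosphate pH 7.0 + 0.01% (detergent screen) or 0.0001% Triton X-100; 5.3 nM AmpC reagent; cpd preinc 15 min RT; nitrocefin (800 uM stock) to start; A480 q20 s × 4 min; Activity was normalised to no-enzyme and no-compound control wells.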
Tb PYK inh: T. brucei pyruvate kinase inhibition | Q57TT1 | TbPYK enzyme, Kinase-Glo Plus ATP luminescence, 45 min | Potency, µM (series often up to 76.8 µM), inactives show at the top dose activity, negative = inhibition, most hits filed as inhibitors | hit rate 0.12% among 410,000; also: potency is read from the fitted curve at half-maximal effect; nearly all actives have a fitted effect of over 50% in size
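Glycolytic pyruvate kinase of T. brucei was incubated with substrate, test compound and 130 uM ADP for 45 minutes at room temperature. Luminescent Kinase-Glo Plus signal was measured after 10 minutes.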
HCMV antiviral: inhibitors of human cytomegalovirus; activity change, negative = inhibition, % at 57.5 µM; hit rate 4.5% among 410,000; HFF cells, HCMV-luciferase reporter, 72 h; active compounds read low; in the data active = activity change below about -60%; inconclusive = no clear call, values can overlap the other calls; inactive = above about -39%
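After 16 h attachment at 37C, HFF cells received test compound and HCMV-luciferase (1 PFU/cell); reporter luminescence read 72 h later, data normalized against buffer-only and known inhibitor Salinomycin.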
The depositor's hits bear a star; ? = inconclusive; / = no result given; [ ] = remark or other dose. Unless noted, calls follow the shape of the dose curve; as a rule, active = well fitted curve in the direction sought with a large enough effect; inconclusive = small, poorly fitted or top-dose-only effect, or another doubt; inactive = no such curve, though single readings can be large; an effect the other way counts as inactive or inconclusive. Unless noted, % is scaled to controls: 0 for no effect and ±100 for the full control effect.

Every second line gives: LmPK inh, AMA1-RON2 inh, AmpC no deterg, HCV inh, AmpC detergent, Tb PYK inh, HCMV antiviral
COc1ccc(CCNC(=O)c2ccc(CS(=O)Cc3ccc(Cl)cc3)o2)cc1OC (stereo not drawn)
→ 8%, -6%, 95%[activator], ?, 3%, 0%, -35
N#Cc1ccc(C(=O)Nc2ccc(Cl)c(-c3nc4cc(Cl)ccc4o3)c2)c(F)c1
→ /, /, /, /, -2%, 1%, -12
COc1ccc(C2NCCC3(O)CCCCC23)c(OC)c1OC (stereo not drawn)
→ 4%, -19%, 77%[activator], 4%, -1%, -6%, 9
CCc1nn(C(C)C(=O)N2CCN(c3ccc(OC)cc3)CC2)c(=O)c2cc3occc3n12 (stereo not drawn)
→ 0%, 4%, 110%[activator], ?, 1%, -2%, -38
O=C(COc1ccc(F)cc1)Nc1ccccc1C(=O)OCc1cc(=O)n2nc(C3CC3)sc2n1
→ /, /, /, /, 13%, 1%, 30
O=S1(=O)C=C(SCCN2CCCCC2)c2ccccc21
→ 1%, 9%, -4%, -21%, -11%, 5%, -20
COc1cc2ccccc2cc1C(=O)Nc1ccc(C)cc1
→ 1%, -1%, -39%, ?, ?, 0%, 272
COc1cc(CN2CCNC(=O)C2CC(=O)N(C)CCN2CCOCC2)cc(OC)c1 (stereo not drawn)
→ -8%, 28%, -4%, 15%, ?, 1%, 9
CCC(C)[C@H]1CNCCN1CCC12CC3CC(CC(C3)C1)C2 (stereo partly drawn)
→ /, -7%, 41%, -4%, 0%, 2%, 2
CCOc1nc2c(c(=O)n(C)c(=O)n2C)n1Cc1ccccc1Cl
→ 1%, 0%, -16%, ?, ?, -2%, -93*
COc1ccc(N2C(=O)CC(NNC(=O)c3cc(C)oc3C)C2=O)cc1 (stereo not drawn)
→ 1%, 29%, -32%, 4%, 3%, -3%, -31
Cc1c(Cl)cccc1NC(=O)c1ccc2c(c1)CCN2S(=O)(=O)c1ccccc1
→ /, /, /, /, 16%, 1%, -18
Cc1ccc(OCc2ccc(C(=O)NN)o2)c([N+](=O)[O-])c1
→ 4%, 45%[activator], -2%, 3%, 0%, 0%, 30
O=C(NCCCN1CCOCC1)/C(=C/c1ccco1)NC(=O)c1ccccc1
→ 2%, -13%, -14%, 19%, -1%, 3%, -20
O=C(NCCCn1ccnc1)c1cc(-c2cccnc2)nc2ccc(Br)cc12
→ 0%, -4%, 41%, 21%, -5%, 6%, -26
CC(=O)Nc1ccc(C=CC(=O)c2ccc([N+](=O)[O-])cc2)cc1
→ /, -5%, /, /, /, -20%, -10
CCCCn1nnnc1C(c1cc2ccccc2o1)N1CCOCC1 (stereo not drawn)
→ /, -2%, /, /, /, 0%, 9
COc1ccc(S(=O)(=O)N2CCN(C(=O)NCc3ccc(C)cc3)CC2)cc1
→ 5%, -19%, 1%, 2%, 1%, 4%, ?
Cc1cc(Oc2ccc(C(F)(F)F)cc2[N+](=O)[O-])c2c3c(c(=O)oc2c1)CCC3
→ -2%, -14%, -23%, 1%, ?, 1%, -16
CCCc1nnc(NC(=O)CCC(=O)N2CCN(CCn3c(C)ccc3C)CC2)s1
→ -1%, 12%, 170%[activator], 4%, -4%, -2%, 45
Cc1cccc(NC(=O)NCc2cccnc2)c1C
→ 0%, 20%, -4%, 9%, 1%, 4%, /
CC(C)(C)S(=O)N1Cc2cc(CO)cc(-c3ccccc3)c2[C@@H]1CCO (stereo partly drawn)
→ /, 10%, /, -5%, /, 3%, -13
O=S1(=O)CCC(=Nc2ccc(Cl)cc2)c2ccsc21
→ -1%, -2%, -20%, 23%, 2%, -1%, -6
CC(C)Oc1ccc(CN2CCC2(C)C(=O)NCc2cccc3ccccc23)cc1 (stereo not drawn)
→ /, -2%, /, /, /, 3%, -8
CC(O)c1nc2ccccc2n1Cc1ccccc1 (stereo not drawn)
→ -3%, 3%, 60%, 5%, -3%, -3%, 29
Cc1ccc([N+](=O)[O-])cc1N=C1C(=O)Nc2ccccc21
→ 1%, -12%, -20%, 3%, -11%, -4%, 34
COc1ccc2nc(SCC(=O)Nc3ccccc3OC)[nH]c2c1
→ 5%, 7%, 7%, 1%, 4%, -2%, -39
CN(C(=O)CN1CC=C(c2ccccc2)CC1)c1c(N)n(Cc2ccccc2)c(=O)[nH]c1=O
→ 2%, -2%, 13%, 16%, 6%, 4%, 63
COc1cc(C(=O)N2CCN(c3ccccn3)CC2)cc(OC)c1OC
→ -11%, -1%, 9%, -7%, 0%, -9%, -19
Cc1ccc(/C=C(/C#N)C(=O)NC(C)c2ccccc2)o1 (stereo not drawn)
→ 2%, -11%, -11%, 4%, -5%, 2%, 2
CC(=O)N1c2ccc(S(=O)(=O)NCCC(=O)NCc3ccc(Cl)cc3)cc2CC1C (stereo not drawn)
→ -2%, 7%, 12%, -28%, 5%, 1%, ?
COc1ccc(C(c2c(O)cc(C)n(Cc3ccco3)c2=O)N2CCCCC2)cc1OC (stereo not drawn)
→ /, /, /, /, 22%, -8%, 17
O=C(Nc1ccncc1)C1CC1c1ccccc1 (stereo not drawn)
→ 1%, -8%, -22%, ?, -3%, -1%, -2
O=C(Nc1ccnn1C1CCN(Cc2ccccc2OC(F)F)CC1)c1cccnc1
→ -1%, 4%, 11%, -15%, -2%, -4%, -11
COc1ccc(C2=Nc3nc(-c4ccccc4)cn3C(c3ccc(OC)cc3)C2)cc1 (stereo not drawn)
→ 3%, 14%, -17%, -10%, 3%, -2%, ?
O=C(O)c1cccc(NC(=O)c2cccc(S(=O)(=O)Nc3cccc([N+](=O)[O-])c3)c2)c1
→ 2%, -10%, -27%, 27%, -5%, -14%, -25
O=C(CN1CCN(Cc2ccc3c(c2)OCO3)CC1)NCC(F)(F)F
→ 0%, -24%, -2%, 8%, -3%, -2%, -24
CCc1nnc(NC(=O)CSc2nc3cc(OC)c(OC)cc3cc2C)s1
→ 1%, 0%, 107%[activator], -26%, -3%, -4%, -25
Cc1cc(NS(=O)(=O)c2ccc(NC(=O)CN3C(=O)NC(C)(c4ccccc4)C3=O)cc2)nc(C)n1 (stereo not drawn)
→ /, 10%, -10%, 7%, ?, -2%, -4
Clc1ccc(Cc2nc(-c3cccnc3)no2)cc1
→ -1%, 3%, -6%, 11%, -13%, -4%, -24
CCC(C)(C)c1ccc(OCCCC[n+]2ccccc2)c(C(C)(C)CC)c1
→ 0%, -9%, 177%[activator], ?, 8%, -2%, -98*
Cc1ccc(OCC(=O)Nc2ccc(OCc3cc(=O)n4ccsc4n3)cc2)cc1C
→ /, /, /, /, 9%, 13%, -6
O=c1[nH]c(=S)[nH]c2c1C(c1ccccc1)OC(C1CCCCC1)C2 (stereo not drawn)
→ /, 121%[activator], /, /, /, -2%, -13
Cc1ccnc(NC(=O)COc2ccc3c(c2)CCC3)c1
→ /, -6%, -24%, -6%, -2%, -5%, 30
COc1ccccc1NC1=NC(CO)(CO)CS1
→ -1%, -1%, -13%, 16%, 3%, 1%, 3

Brought forward from above: six compounds; new compounds follow.
Every second line gives: LmPK inh, AMA1-RON2 inh, AmpC no deterg, HCV inh, AmpC detergent, Tb PYK inh, HCMV antiviral
Clc1ccc(Cc2nc(-c3cccnc3)no2)cc1
→ -1%, 3%, -6%, 11%, -13%, -4%, -24
CCC(C)(C)c1ccc(OCCCC[n+]2ccccc2)c(C(C)(C)CC)c1
→ 0%, -9%, 177%[activator], ?, 8%, -2%, -98*
Cc1ccc(OCC(=O)Nc2ccc(OCc3cc(=O)n4ccsc4n3)cc2)cc1C
→ /, /, /, /, 9%, 13%, -6
O=c1[nH]c(=S)[nH]c2c1C(c1ccccc1)OC(C1CCCCC1)C2 (stereo not drawn)
→ /, 121%[activator], /, /, /, -2%, -13
Cc1ccnc(NC(=O)COc2ccc3c(c2)CCC3)c1
→ /, -6%, -24%, -6%, -2%, -5%, 30
COc1ccccc1NC1=NC(CO)(CO)CS1
→ -1%, -1%, -13%, 16%, 3%, 1%, 3
CN(Cc1ccccc1)C(=O)N[C@@H](Cc1ccccc1)C(=O)O
→ -4%, 0%, -12%, 2%, ?, 11%, -11
c1ccc(CSc2ccc(-c3ccco3)nn2)cc1
→ -18%, -28%, -21%, 3%, -9%, -10%, -25
Cc1ccccc1/[N+]([O-])=C/c1cccs1
→ 6%, 7%, -16%, 9%, -5%, 2%, -8
Cc1ccc(CCNC(=O)c2ccc3c(c2)N(Cc2cccc(F)c2)C(=O)c2ccccc2S3)cc1
→ /, /, /, /, 7%, 4%, -10
Cc1ccc(C(=O)NCc2ccc(F)cc2)cc1NC1=NC2CS(=O)(=O)CC2S1 (stereo not drawn)
→ -3%, -4%, -12%, 7%, -13%, 2%, 29
CCN(CC)CCNC(=O)C1(O)c2cc(Br)ccc2NC(=O)N1c1c(F)cccc1F (stereo not drawn)
→ -1%, -2%, -18%, -4%, 0%, 1%, 18
COc1cc(/C=C2/C(=O)ON=C2C)ccc1OCc1cccc(F)c1
→ -8%, -6%, -20%, 4%, 4%, -9%, 145
COc1cccc(C(=O)NCCC2=CCCCC2)c1
→ -4%, 21%, -6%, -4%, 0%, -1%, 25
C[C@]12CC[C@H](O)CC1=CC(=O)C1C2CC[C@]2(C)C(=O)CCC12 (stereo partly drawn)
→ /, 0%, -4%, 33%[activator], /, -1%, 6
Cc1cccc(Cn2cnc3c(sc4nc(C)cc(C)c43)c2=O)c1
→ -4%, 1%, 1%, ?, -5%, -4%, -14
CC(=O)Oc1ccc(N2C(=O)C3C4C=CC(CC4)C3C2=O)cc1[N+](=O)[O-] (stereo not drawn)
→ 1%, 10%, 8%, 20%, -1%, 2%, ?
COc1ccccc1NC(=O)CSCc1cc(=O)c2cccc(Cl)c2[nH]1
→ /, /, /, /, 17%, -4%, 24
O=C(NCC1CCN(Cc2cccc(Cl)c2)CC1)Nc1cc(Cl)ccc1Cl
→ /, /, /, /, -7%, -8%, ?
CCN(CC)C(=O)CC(c1ccc(F)cc1)c1ccco1 (stereo not drawn)
→ 1%, 0%, 56%, 10%, 0%, -7%, 12
C=CCN(CC=C)C(=O)c1cc2ccccc2c(=O)o1
→ 5%, -12%, 0%, 11%, 1%, -9%, -63*
